MEP2-GFP yeast: modulators of TOR pathway MEP2-GFP in S. cerevisiae | hit rate 0.51% among 330,000 | S. cerevisiae MEP2-GFP strain, flow cytometry GFP, 3 h; 100% = DMSO control level | GFP response vs DMSO, % at 10 µM;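 active = GFP response versus DMSO above a set limit, roughly screen mean plus 3 SD, cut at about 180% in these data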;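 also: median GFP fluorescence of the barcode-gated MEP2-GFP cells per well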
LAP4-GFP MLPCN: alters LAP4-GFP fluorescence in TOR pathway yeast screen | S. cerevisiae LAP4-GFP multiplex, flow cytometry GFP, 3 h; median GFP as percent of DMSO wells | GFP response vs DMSO, % at 10 µM | hit rate 0.34% among 320,000 | AID 2023;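 active = GFP response vs DMSO above a set limit, about the screen mean plus 3 SD, cut at about 150% in these data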
GASC-1 inh: inhibitors of human GASC-1 (JMJD2C) demethylase; Q9H3R0; GST-JMJD2C(1-420) H3K9me3 demethylation, DELFIA europium; inhibition, % at 2.35 µM; hit rate 0.069% among 330,000; AID 2099;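 active = more than half of a compound's replicate wells show inhibition beyond 50%, single wells judged on their own value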;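 also: signal counts dimethyl H3K9 product captured on neutravidin plate; 0% = median of DMSO wells and 100% = 0.3 times that DMSO median; strong numbers were not always called active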
procasp3 activ: activates human procaspase-3 | P42574 | recombinant procaspase-3 D3A, Ac-DEVD-pNA absorbance 405 nm | activation, % at 8.5 µM | hit rate 0.11% among 330,000 | AID 463141;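 active = activation above the mean of all tested compounds plus 3 SD, cut at about 21% in these data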;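 also: 0% = DMSO alone and 100% = DMSO wells spiked with extra 5 µM PC-3 D3A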
Target sequence (P42574 whole entry D9A/D28A/D175A): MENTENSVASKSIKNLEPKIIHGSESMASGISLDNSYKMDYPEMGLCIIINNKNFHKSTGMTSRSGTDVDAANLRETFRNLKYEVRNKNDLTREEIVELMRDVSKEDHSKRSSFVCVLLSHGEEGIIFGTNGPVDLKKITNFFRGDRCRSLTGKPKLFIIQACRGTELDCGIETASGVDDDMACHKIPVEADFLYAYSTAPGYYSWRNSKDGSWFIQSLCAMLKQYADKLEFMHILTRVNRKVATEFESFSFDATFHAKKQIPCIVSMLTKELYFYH
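Assay system: Autoprocessing-dead procaspase-3 D3A mutant enzyme; also added: Ac-DEVD-pNA; doses: one concentration, 8.5 µM nominal, 0.8% DMSO; times: 1 h compound preincubation, 2 h substrate hydrolysis at 25 °C; technique: 405 nm absorbance of p-nitroaniline, reads at 0 and 120 min; measure: % activation between DMSO and enzyme-spiked controls; repeats: single replicate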
procasp7 counter: activates human procaspase-7, counter-screen for procaspase-3 activators | P55210 | recombinant procaspase-7, Ac-DEVD-pNA absorbance 405 nm; D23A/D198A/D206A triple mutant, cannot self-cleave; scale: DMSO 0, 5 µM enzyme 100 | activation, % at 8.5 µM | hit rate 0.093% among 330,000;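 active = percent activation above the screen-wide mean plus 3 SD, cut at about 25% in these data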
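Assay system – Uncleavable procaspase-7 mutant enzyme · Quantity – 2 µM procaspase-7 mutant as dispensed · Times – 1 h preincubation, 2 h reaction · Dosing – single nominal 8.5 µM compound dose, 0.8% DMSO final · Buffer or medium – Zinc-free 50 mM HEPES buffer, pH 7.4, with NaCl and Triton X-100 · Detection – Epi-absorbance of released pNA at 405 nm, two timepoints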
RPL19A-GFP yeast: yeast TOR pathway RPL19A-GFP modulation | hit rate 0.3% among 330,000 | percent response vs DMSO, % at 10 µM | S. cerevisiae RPL19A-GFP strain, flow cytometry, 3 h; hits give low values;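 active = percent response vs DMSO below 50%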;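 also: median channel GFP fluorescence of the barcoded RPL19A-GFP strain; ratio of sample median GFP to plate DMSO average so 100% = DMSO; lower means less RPL19A-GFP as with rapamycin TOR inhibition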
AHR activator: activators of human aryl hydrocarbon receptor | AID 2796 | activation, % at 5 µM | P35869 | AHR-responsive luciferase reporter cells, luminescence | hit rate 2.5% among 320,000; in the data active = activation above about 47%;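 also: 0% = vehicle wells and 100% = reference agonist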
Target sequence (P35869 whole entry, looked up): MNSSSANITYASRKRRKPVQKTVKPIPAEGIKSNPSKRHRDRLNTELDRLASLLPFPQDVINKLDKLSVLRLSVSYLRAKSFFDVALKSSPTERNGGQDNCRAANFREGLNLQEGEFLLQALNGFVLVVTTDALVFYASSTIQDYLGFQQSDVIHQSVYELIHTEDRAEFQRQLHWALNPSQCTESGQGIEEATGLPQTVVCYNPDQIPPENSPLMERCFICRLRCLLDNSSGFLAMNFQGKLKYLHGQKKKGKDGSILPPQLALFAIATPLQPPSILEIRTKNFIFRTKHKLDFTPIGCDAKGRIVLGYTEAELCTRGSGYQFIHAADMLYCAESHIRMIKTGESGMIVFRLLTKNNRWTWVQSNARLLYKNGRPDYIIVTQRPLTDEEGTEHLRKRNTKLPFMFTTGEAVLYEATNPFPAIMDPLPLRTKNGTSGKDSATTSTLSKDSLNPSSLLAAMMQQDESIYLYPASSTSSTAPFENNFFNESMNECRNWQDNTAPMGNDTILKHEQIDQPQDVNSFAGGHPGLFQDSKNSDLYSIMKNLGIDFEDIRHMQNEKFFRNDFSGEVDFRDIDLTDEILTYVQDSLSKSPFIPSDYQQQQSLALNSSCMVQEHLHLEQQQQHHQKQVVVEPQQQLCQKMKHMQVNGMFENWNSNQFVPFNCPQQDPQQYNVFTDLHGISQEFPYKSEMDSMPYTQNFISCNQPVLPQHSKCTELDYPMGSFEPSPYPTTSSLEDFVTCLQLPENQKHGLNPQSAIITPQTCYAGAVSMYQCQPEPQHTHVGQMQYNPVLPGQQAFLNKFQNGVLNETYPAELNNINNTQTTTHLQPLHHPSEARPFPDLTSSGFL
CR mimetic SO: yeast age-related superoxide inhibition as caloric restriction mimetic. S. cerevisiae aged cells, superoxide DHE fluorescence; hits give low values. superoxide response (% of plate mean), % at 10 µM. hit rate 0.18% among 330,000. AID 2690;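 active = superoxide response under a set limit, about three screen SD below normal, cut at about 65% in these data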;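 also: yeast aged for seven days with compound at 30 °C before DHE staining; 100% = average MFI of all compound-treated wells on the plate with controls excluded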
* = called active by the depositor; . = no result given; & = joins results of further samples; [ ] = dose if it differs, or a comment.

SMILES	MEP2-GFP yeast	LAP4-GFP MLPCN	GASC-1 inh	procasp3 activ	procasp7 counter	RPL19A-GFP yeast	AHR activator	CR mimetic SO
Cc1cccc(NC(=O)CCN2CCN(C)CC2)c1	108	99	5	4	6	109	-1	97
O=C(CN1CCN(c2ccc(O)cc2)CC1)NC1CCCc2ccccc21 (centres undefined)	100	94	6	-17	-21	102	0	96
Cc1cccc(NC(=O)CCC(=O)N/N=C/c2ccncc2)c1	92	123	-7	8	13	93	6	96
C/C(=N\NC(=O)CC(C)C)c1c(C(F)(F)F)[nH]n(-c2nc3ccccc3s2)c1=O	100	97	-10	1	5	101	20	113
O=C(Cn1ccc(NC(=O)OCc2ccccc2)nc1=O)NCCc1c[nH]c2ccccc12	94	95	6	7	-12	99	14	104
Cc1ccc(SCC(=O)Nc2nccs2)cc1	109	116	-3	3	10	104	1	106
COc1ccc(OC)c(NC(=O)C2CCCCC2)c1	101	93	10	0	-5	103	0	96
Cn1ncc(Cl)c1C(=O)N1CCN(c2ccc(Cl)c(Cl)c2)CC1	100	95	-19	-5	5	98	5	102
CCn1c(CC(=O)Nc2ccccc2)nnc1SCC(=O)Nc1nncs1	103	90	11	11	9	101	-1	91
O=C(/C=C/c1ccccc1)Nc1cc(S(=O)(=O)N2CCOCC2)ccc1N1CCCC1	94	77	5	-2	-9	93	-1	99
COc1ccc(CCNC(=O)c2ccccc2C(=O)NCCc2ccc(OC)c(OC)c2)cc1OC	98	105	5	-13	8	100	-6	99
O=C(C1CCC(=O)N(C2CCCC2)C1)N1CCC(Oc2ccccc2Cl)CC1 (centres undefined)	98	104	3	8	8	100	3	100
COC(=O)NC(NS(=O)(=O)c1ccccc1)(C(=O)OC)C(F)(F)F (centres undefined)	107	116	-27	-4	3	105	-2	100
O=C(COC(=O)Cn1cnc2ccccc2c1=O)NCc1ccccc1Cl	96	83	-1	-3	5	103	4	115
Cc1noc(C)c1S(=O)(=O)N(CC(=O)N1CCCCCC1)c1ccc(C(C)C)cc1	94	93	-18	6	4	99	4	100
Cc1ccc2c(C(=O)CN3CCCC(C)C3)c(C)[nH]c2c1 (centres undefined)	102	83	17	-4	4	103	17	90
COc1cccc(NC(=O)CSc2nc3ccccc3c(=O)n2C)c1	107	102	4	-4	6	102	-1	97
CCN(CC(=O)Nc1ccccc1OC)C(=O)c1ccc2[nH]c3c(c2c1)CC(C)CC3 (centres undefined)	93	100	.	-3	2	98	19	119
CN(C(=O)c1ccccc1C(=O)OCC(=O)c1ccc(Br)cc1)c1ccccc1	98	109	-13	-1	-3	95	-1	112
Nc1nnc(CCCCCc2nnc(N)s2)s1	108	113	24	7	6	95	2	106
CCOC(=O)C1=C(C)N(C)C(=S)N(C)C1c1ccc(OC)cc1 (centres undefined)	107	100	11	5	0	93	0	89
COc1cc(OC)cc(C(=O)Nc2ccc(S(=O)(=O)Nc3cnc4ccccc4n3)cc2)c1	103	110	3	2	-5	103	1	108
Cc1c(C(=O)Nc2ccc3c(c2)OCCO3)sc2nc(-c3ccccc3)cn12	102	95	-2	0	5	93	-5	95
O=C(CNS(=O)(=O)c1ccccc1)N1CCN(c2ccccc2)CC1	103	102	-25	3	0	100	2	112
S=c1[nH]nc(-c2ccncc2)n1/N=C/c1cn(-c2ccccc2)nc1-c1ccccc1	100	109	-4	-1	2	99	2	78

A draw from above in order of molar mass, rising.
SMILES	MEP2-GFP yeast	LAP4-GFP MLPCN	GASC-1 inh	procasp3 activ	procasp7 counter	RPL19A-GFP yeast	AHR activator	CR mimetic SO
Cc1c(C(=O)Nc2ccc3c(c2)OCCO3)sc2nc(-c3ccccc3)cn12	102	95	-2	0	5	93	-5	95
CCn1c(CC(=O)Nc2ccccc2)nnc1SCC(=O)Nc1nncs1	103	90	11	11	9	101	-1	91
COc1cc(OC)cc(C(=O)Nc2ccc(S(=O)(=O)Nc3cnc4ccccc4n3)cc2)c1	103	110	3	2	-5	103	1	108

Additional entries
SMILES	MEP2-GFP yeast	LAP4-GFP MLPCN	GASC-1 inh	procasp3 activ	procasp7 counter	RPL19A-GFP yeast	AHR activator	CR mimetic SO
COc1cc(CNC(C)(C)CO)ccc1OCC(=O)Nc1ccc(Br)cc1	113	100	-11	-3	-1	101	-4	99
O=C(Nc1ccc2ccccc2c1)c1ccc(Cl)cc1Cl	112	92	-12	-7	5	101	-6	50*
CCCCNC(=O)O[C@H]1C[C@@H]2CCN3C(=O)CCC[C@H]([C@H]1Cc1ccccc1)[C@H]23	92	105	3	-6	1	91	4	99
Cc1ccc(C(=O)CNc2nc3c(c(=O)[nH]c(=O)n3C)n2Cc2ccccc2)cc1	103	116	-2	11	12	100	1	97
Cc1nnn(-c2nonc2N)c1C(=O)N/N=C/c1cccc2ccccc12	110	86	-1	-9	5	103	10	72
CS(=O)(=O)c1ccc2nc(NC(=O)C3CC(=O)N(c4ccccc4)C3)sc2c1 (centres undefined)	99	82	-15	-4	4	88	6	92
Cc1[nH]c2ccccc2c1C(=O)CSc1nnc(C2CC2)o1	104	109	.	-6	-4	104	20	104
Cc1ccc2cccc(Oc3ncnc4sc(C)c(C)c34)c2n1	97	90	-2	6	6	102	10	108
Cc1cc(C)nc(NC(=O)C(C)N2C(=O)c3ccccc3C2=O)n1 (centres undefined)	104	97	10	1	14	99	4	102
Cc1ccc(CCNC(=O)C2CCN(c3nn4c(=O)cc(C)nc4s3)CC2)cc1	101	100	-5	3	1	100	0	99
CCCC(=O)NCCCCNC(=O)CCC	85	86	5	9	-2	88	-1	102
CN(C(=O)COC(=O)c1cncc(Br)c1)C1CCCCC1	93	90	19	-8	3	98	0	96
O=C(NNC(=O)c1cccnc1)c1ccncc1	100	100	2	3	-7	103	-3	93
CCOc1ccc(-c2nnn(CC(=O)N3CCCC(C)C3)n2)cc1 (centres undefined)	101	104	2	3	-11	98	0	88
C#CCn1cc(/C=N/Nc2nc3ccccc3[nH]2)c2ccccc21	110	107	0	9	-5	107	127*	94
Cc1cccc(NC(=O)CN2C(=O)NC(C)(c3ccc4c(c3)OCO4)C2=O)c1 (centres undefined)	289*[may fluoresce violet]	72[may fluoresce violet]	-5	10	1	20*[may fluoresce violet]	6	90
Cc1cc(C(F)(F)F)n2nc(-c3cnn(C)c3C(F)(F)F)c(Br)c2n1	104	100	-5	1	-2	99	-1	102
COc1ccc(C2=NOC(Cn3nc(-c4ccccc4)cc3C(=O)NCc3cccs3)C2)cc1 (centres undefined)	101	103	.	-4	3	107	4	108
CCOC(=O)c1c(C)[nH]c(C)c1C(=O)Cn1nnc(-c2ccccc2C)n1	110	109	9	5	-5	101	49*	91
O=C1N(CCCCN2C(=O)C3(OCCO3)c3ccccc32)c2ccccc2C12OCCO2	105	96	39&-22	-2	0	103	60*	106
COc1ccc(C(=O)c2ccc(OC)c(OC)c2)cc1OC	102	94	-19	5	-2	97	6	101
CCOc1ccccc1C(=O)NC(C(=O)N(C)Cc1ccc2c(c1)OCO2)C(C)C (centres undefined)	102	106	.	5	-10	102	6	113
O=C(NC1CCCCC1)N1CCC(n2cnc3ccccc32)CC1	111	102	4	6	-7	104	2	96
Cn1c(=O)c(=O)n(C)c2cc(S(=O)(=O)NCCOc3ccccc3Cl)ccc21	97	97	8	-2	-1	98	0	91
CC(C)OCCCNC(=O)c1ccc(CN2CCc3ccccc3C2)cc1	105	88	5	0	-4	100	3	83
(next part)
SMILES	MEP2-GFP yeast	LAP4-GFP MLPCN	GASC-1 inh	procasp3 activ	procasp7 counter	RPL19A-GFP yeast	AHR activator	CR mimetic SO
O=C(CN1CCCc2ccccc21)N1CCc2ccccc21	100	118	-8	-3	0	98	7	89
CC(C)c1ccccc1NC(=O)COC(=O)Cc1ccsc1	100	93	-1	1	-8	103	-3	85
COc1ccc(C)cc1NC(=O)c1c([N+](=O)[O-])cnn1C	107	91	-1	-2	4	102	33	108
C/C(=N\NC(=O)CNC(=O)c1ccncc1)c1ccc(C)cc1	100	94	12	-2	1	91	5	121
O=C(Nc1nc2ccccc2[nH]1)C1CCCO1 (centres undefined)	106	100	-26	6	12	100	1	85
Cc1nnc(SCCn2c(N3CCCCC3)nc3c2c(=O)n(C)c(=O)n3C)s1	98	100	-2	8	1	100	-4	104
C/C(N)=C(\C#N)C(=O)NCCc1ccccn1	92	87	-15	1	0	93	3	93
COc1cc(C(=O)N2CCN(C(=O)c3cccc4ccccc34)CC2)cc(OC)c1OC	117	114	-6	5	0	107	-1	106
O=C(Nc1sc2c(c1C(=O)O)CCCCC2)c1ccccc1F	104	85	-1	5	-4	113	40	85
CCCOc1ccc(C(=O)NC(=S)NNC(=O)c2c(-c3ccccc3)noc2C)cc1	94	96	-3	-15	-12	100	6	111
c1coc(CNc2ncnc3[nH]ncc23)c1	104	85	-6	5	-10	104	-2	104
COc1ccccc1/C=C1\Cc2ccccc2C1=O	95	103	-4	.	.	99	.	106
COC(/C=C/Nc1ccc(Br)cc1)=C(C#N)C#N	105	97	9	1	3	97	37	111
O=C(CCc1nc2ccccc2n1-c1ccccc1)NCCO	102	104	-4	-1	-5	103	1	107
COc1ccc(C(=O)N2CCCCCC2)cc1S(=O)(=O)N1CCOCC1	107	112	2	7	4	105	-2	93
O=C(CN1CCc2ccccc2C1)Nc1cc(S(=O)(=O)N2CCOCC2)ccc1N1CCOCC1	98	89	11	-1	-5	104	7	89
CCOC(=O)C1(Cc2ccccc2C)CCCN(C(=O)c2ccc(COC)o2)C1 (centres undefined)	92	97	3	-9	-2	105	21	101
Cc1ccc(NC(=O)Nc2cnc3ccccc3c2)cc1	100	112	1	-12	8	101	93*	121
CCc1noc(C)c1C(=O)N(C)CC(=O)Nc1cccc(OC)c1	106	96	-13	2	-2	100	-1	87
O=C(Cc1ccc(F)cc1)NCCc1ccccc1	100	95	2	-20	-9	100	-2	102
N#CC1=C(N)Oc2cc(N)ccc2C1c1ccc(Cl)cc1 (centres undefined)	109	93	-10	-12	-25	100	3	104
Oc1ccccc1CN1CCN(C(O)(c2ccccc2)c2ccccc2)CC1	110	86	-17	-2	6	101	0	94
COCc1cc(C)nc2sc(C(=O)OC(C)C)c(N)c12	97	100	6	-9	-1	96	72*	97
COc1ccc(C(C)(C)C)cc1NC(=O)c1ccc2c(c1)SC1=NS(=O)(=O)CCN12	100	99	-6	-4	7	94	5	108
O=C1[C@@H]2Cc3c([nH]c4ccccc34)C(c3cccc(Br)c3)N2C(=O)CN1C1CCN(Cc2ccccc2)CC1 (some centres undefined)	110	94	3	6	4	104	16	96
CCOC(=O)C1(S(=O)(=O)c2ccccc2)CCN(Cc2ccccc2)CC1	108	102	1	-6	9	102	4	94
CCCN(CCC)CCCNC(=O)C1c2cc(OC)c(OC)cc2C(=O)N(C)C1c1cccnc1 (centres undefined)	98	96	-11	9	3	96	3	91
O=C(N/N=C/c1ccc(N2CCOCC2)s1)c1ccc(NS(=O)(=O)c2cccs2)cc1	137	121	3	-7	-6	85	3	85
O=c1c(Cl)c(N2CCN(c3ccccc3)CC2)cnn1C12CC3CC(CC(C3)C1)C2	92	94	53	-2	-4	95	1	98
Nc1ncnc2c1ncn2C1OC(COP(=O)(O)O)C(O)C1O (centres undefined)	97	110	-1	7	11	100	-1	87

Source: PubChem BioAssay (several laboratories)

Random draw from the library; any-hit rate near 3.8%.
